MLL CXXC-DNA inh: blocks binding of human MLL CXXC domain to DNA. MLL-CXXC / FITC-HOXA9 DNA fluorescence polarization. AID 2662. 0.037% of 290,000 active. Potency, µM (titrated, usually from 115 µM), inactives show at the highest dose activity change, negative = inhibition, actives largely listed as inhibitors. Q03164; active = well fitted inhibition curve with a large enough effect in the polarisation, with a control signal flat, not every such curve was filed as active; inconclusive = small, poorly fitted or top-dose-only effect, or effect the other way, or a change in a side signal; inactive = no such curve, though single readings can be large or run the other way; the % refers to the polarisation; note: potency is the fitted concentration of half-maximal effect
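Purified MLL-CXXC (added from a 7 uM solution) was preincubated 5 min at ambient with pinned compounds in 50 mM Tris-HCl pH 7.5, 50 mM NaCl, 1 mM DTT, 0.05% BSA. Fluorescein-labeled HOX-A9 DNA (50 nM solution) followed, 30 min, then polarization read.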
GALK inh: inhibitors of human galactokinase; P51570; Purified GALK, Kinase-Glo residual ATP luminescence; 0.007% of 270,000 active; Potency, µM (highest dose often 57.5 µM), for inactives: at the highest dose activity change, negative = inhibition, actives largely listed as inhibitors; note: potency is the fitted concentration of half-maximal effect; % is set by controls: 0 for no effect and ±100 for the full control effect
Target sequence (P51570 whole entry, looked up): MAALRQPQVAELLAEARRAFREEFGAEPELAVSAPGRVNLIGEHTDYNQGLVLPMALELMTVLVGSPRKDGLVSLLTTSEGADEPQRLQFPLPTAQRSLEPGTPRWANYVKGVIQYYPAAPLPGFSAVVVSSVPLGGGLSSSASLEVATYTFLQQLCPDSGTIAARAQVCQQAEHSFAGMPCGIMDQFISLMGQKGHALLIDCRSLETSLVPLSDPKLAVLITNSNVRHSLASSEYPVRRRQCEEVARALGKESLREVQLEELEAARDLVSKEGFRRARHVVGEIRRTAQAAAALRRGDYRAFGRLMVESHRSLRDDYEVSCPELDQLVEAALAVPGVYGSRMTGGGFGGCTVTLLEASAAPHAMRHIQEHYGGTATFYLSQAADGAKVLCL
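The enzyme phosphorylates galactose (100 uM) using ATP (35 uM); inhibition is detected as higher residual ATP, quantified by bioluminescence after 1 h reaction at room temperature, pH 8.0.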
Coupling enz: coupling enzyme interference in Giardia aldolase counter-screen; 0.67% of 290,000 active; AID 2472; coupling enzyme system counterscreen, AmpLite Red fluorescence; activity change, negative = inhibition, % at 58.2 µM, hits read low; in the data active = activity change below about -30%; note: % is set by controls: 0 for no effect and ±100 for the full control effect
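Final compound at 57.5 uM, incubated 10 min at RT with coupling enzyme reagent (glyceraldehyde-3-phosphate), then 20 min with substrate and AmpLite Red detection. Fluorescence read at 525/598 nm; tests interference with the coupling assay, not aldolase inhibition.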
TRPV1 ag: human TRPV1 agonism. activation, % at 8.33 µM. 0.19% of 320,000 active. Q8NER1. TRPV1-expressing cells, Fluo-8 calcium influx, agonist mode. AID 540275; in the data active = activation above about 80%; inconclusive = between about 30% and that limit; note: 0% is about no effect
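TRPV1-expressing cells were cultured overnight at 35.5C and loaded with Fluo-8 calcium dye for 40 to 90 min at room temperature. After a 10 s baseline, compound was added and calcium influx was read kinetically for 3 min (ex 480/em 520 nm).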
KCNH2 3.1 inh: KCNH2 3.1 (human) potassium channel inhibition | U2OS KCNH2 3.1, thallium flux FluxOr; hits give low values | activity change, % (tested at about 1.8 µM) | 0.95% of 340,000 active | AID 720553;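 active = maximum activity change below -70%; inconclusive = maximum activity change from -70% to -50%; inactive = maximum activity change above -50%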;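 note: thallium influx rate constant from kinetic fluorescence after stimulation buffer; % is set by controls: 0 for no effect and ±100 for the full control effect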
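Steps: virus added to U2OS suspension (4 h, RT, dark); medium with 10% FBS added, cells plated, 37 C overnight; FluxOr/Red40 loading buffer 45 min RT; stimulation buffer, 2 min kinetic read; rate constant normalized.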
B2AR arrestin: beta2AR (human) beta-arrestin recruitment activity. P07550. beta-arrestin recruitment to beta2AR, cell-based reporter. Potency, µM (series often up to 46.1 µM), for the others: at the highest dose activation, most hits filed as activators. 0.02% of 330,000 active;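 note: potency is the fitted concentration of half-maximal effect; 0% = DMSO controls and full agonism = EC100 isoproterenol or metaproterenol; nearly all actives have a fitted effect of over 65% in size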
USP2a inh: USP2a (human) protease inhibition; 0.01% of 330,000 active; Potency, µM (series often up to 38.3 µM), for the others: at the highest dose activity change, negative = inhibition, actives largely listed as inhibitors; AID 463254; O75604; USP2 core, Ub-CHOP2 coupled fluorogenic reporter, 485/531;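 note: potency is the fitted concentration of half-maximal effect; plate controls were DMSO wells for no effect and full inhibition by NEM control for full effect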
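USP2 core (10nM final) preincubated 30min RT with compound in 20mM Tris-HCl pH 8.0, 2mM CaCl2, 2mM beta-mercaptoethanol, 0.05% CHAPS; 25nM Ub-CHOP2 plus 25nM reporter substrate added, fluorescence (Ex485/Em531) read after 60min.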
hERG WT inh: blocks the wildtype human KCNH2 potassium channel; activity change, % at 1.84 µM; 0.37% of 340,000 active; Q12809; U2OS, BacMam KCNH2, thallium flux FluxOr; hits give low values; AID 720551;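 active = maximum activity change below -70%; inconclusive = maximum activity change between -70% and -50%; inactive = maximum activity change above -50%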; note: % is set by controls: 0 for no effect and ±100 for the full control effect
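U2OS cells transduced with wild-type KCNH2 virus are loaded with FluxOr dye for 45 min, and thallium flux is measured in kinetic reads before and after stimulation buffer. Rate constants are normalized to DMSO controls.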
Menin MLL FP TR: inhibitors of human menin-MLL interaction, mutant MLL peptide; Menin + Texas Red MLL mutant peptide, fluorescence polarization; Potency, µM (titrated, usually from 61.6 µM), without a hit: at the highest dose FP activity change, negative = inhibition, actives largely listed as inhibitors; 0.23% of 270,000 active; AID 1768; active = well fitted inhibition curve with a large enough effect in the polarisation, with a control signal flat, not every such curve was filed as active; inconclusive = small, poorly fitted or top-dose-only effect, or effect the other way, or a change in a side signal; inactive = no such curve, though single readings can be large or run the other way; the % refers to the polarisation; note: potency is the fitted concentration of half-maximal effect; % of control where 0% means no effect; many of its hits are not listed in these tables
Giardia kill: kills Giardia lamblia; AID 540267; activity change, % at 7.66 µM, hits read low; Giardia lamblia trophozoite viability; 0.15% of 340,000 active; in the data active = activity change below about -80%; inconclusive = between about -30% and that limit;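 note: parasites exposed to compound for two days anaerobically before the ATP read; % is set by controls: 0 for no effect and ±100 for the full control effect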
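Luminescent ATP signal served as the viability read-out, measured 15-30 min after adding ATP detection reagent to trophozoites that had been incubated with compounds for 48 hrs at 37 deg C anaerobically at 100 cells/well.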
PKM2 act: activators of human pyruvate kinase M2 | purified PKM2, Kinase-Glo ATP luminescence, activation; response scale: 0% is enzyme alone, no compound | AID 1631 | 0.34% of 260,000 active | P14618 | Potency, µM (highest dose often 57.5 µM), inactives show top-dose activation, most hits filed as activators; note: potency is the fitted concentration of half-maximal effect; % is set by controls: 0 for no effect and ±100 for the full control effect; nearly all actives have a fitted effect of over 55% in size
Target sequence (P14618 whole entry, looked up): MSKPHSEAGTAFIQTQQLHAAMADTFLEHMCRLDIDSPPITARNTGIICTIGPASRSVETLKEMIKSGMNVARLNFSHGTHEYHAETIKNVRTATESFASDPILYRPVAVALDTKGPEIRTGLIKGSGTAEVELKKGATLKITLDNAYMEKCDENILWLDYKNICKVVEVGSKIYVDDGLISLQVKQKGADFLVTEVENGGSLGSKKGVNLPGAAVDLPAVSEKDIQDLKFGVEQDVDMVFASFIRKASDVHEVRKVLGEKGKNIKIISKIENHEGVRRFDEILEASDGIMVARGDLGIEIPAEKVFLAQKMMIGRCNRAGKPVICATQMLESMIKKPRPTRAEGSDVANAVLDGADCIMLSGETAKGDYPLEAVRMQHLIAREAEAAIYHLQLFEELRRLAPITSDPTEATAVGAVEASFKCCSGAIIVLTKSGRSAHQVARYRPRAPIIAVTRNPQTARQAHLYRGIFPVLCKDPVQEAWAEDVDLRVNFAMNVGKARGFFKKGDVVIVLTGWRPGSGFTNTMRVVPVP
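Kinase-Glo luminescence reports ATP generated from ADP (0.1 mM) and PEP (0.5 mM) by purified hPK-M2 after 1 h at room temperature, pH 7.2 imidazole buffer; intermediate enzyme activity allows detecting inhibitors and activators.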
Numbers without * were called inactive; ? = inconclusive; . = no result given; & = joins results of further samples; [ ] = remark or other dose. Unless noted, calls come from the whole dose curve; as a rule, active = well fitted curve in the direction sought with a large enough effect; inconclusive = small, poorly fitted or top-dose-only effect, or another doubt; inactive = no such curve, though single readings can be large; an effect the other way counts as inactive or inconclusive. Not all compounds are listed; the hit share may differ from the screen's.

SMILES | MLL CXXC-DNA inh | GALK inh | Coupling enz | TRPV1 ag | KCNH2 3.1 inh | B2AR arrestin | USP2a inh | hERG WT inh | Menin MLL FP TR | Giardia kill | PKM2 act
N#Cc1c(-c2ccccc2)nc(SCc2ccc([N+](=O)[O-])cc2)[nH]c1=O | -24% | -7% | 5 | -3 | 3 | -3.6% | 2% | -1 | ? | 17 | -1%
C/C(=N\NC(=O)Cc1cc(=O)[nH][nH]1)c1cccc([N+](=O)[O-])c1 | -11% | 0% | 2 | -1 | 2 | -0.3% | 5% | -5 | -12% | 11 | 19%
CCOCCCN(C)C1CCN(C(=O)c2oc3ccccc3c2NC(=O)Cc2ccc(F)cc2)CC1 | 2% | -2% | -1 | 4 | -83* | 0.2% | 0% | -107* | -14% | -5 | -9%[0.46 µM]
Cc1ccc(C(=O)NCC(=O)OCCCOC(=O)CNC(=O)c2ccc(C)cc2)cc1 | . | . | . | 0 | 8 | -0.2% | 0% | -4 | . | -20 | .
O=C(Cn1nc(C(=O)O)c2ccccc2c1=O)Nc1cccc(S(=O)(=O)N2CCOCC2)c1 | . | . | . | -3 | 9 | -0.1% | -1% | 5 | . | -15 | .
O=C(Nc1nc2ccc(F)cc2s1)C1CCCO1 (stereo unspecified) | -3% | 0% | . | 14 | 7 | -0.1% | -1% | -12 | 1% | 2 | -6%
CCC(=O)N1CCc2cc(OC)c(OC)cc2C1COc1ccc(C(=O)OC)cc1 (stereo unspecified) | 9% | -1% | 3 | 1 | 4 | -0.1% | 2% | 8 | -3% | -5 | 2%
c1coc(-c2nc3nc4ccccc4nc3n2CC2CCCO2)c1 (stereo unspecified) | 6% | 3% | -23 | 0 | -5 | 0.1% | 0% | 7 | -1% | 13 | 4%
CCOC(=O)c1cnc(SCC(=O)Nc2cc(OC)cc(OC)c2)nc1N | 1% | -1% | 3 | 2 | 0 | 0.1% | 5% | 2 | 10% | -15 | 7%
Cc1ccc(S(=O)(=O)N(C)CC(=O)NNC(=O)Cc2ccccc2F)cc1 | . | . | . | . | 1 | -0.1% | -5% | 7 | . | -22 | .
CCOC(=O)C1CCCN(C(=O)Cn2nc(Cc3cccnc3)c3ccccc3c2=O)C1 (stereo unspecified) | -2% | 2% | 2 | 3 | 19 | 0.0% | -3% | 3 | 6% | 26 | -5%
CC1=NNC(=O)C1CCC(=O)N/N=C\c1ccc(Cl)c(Cl)c1 (stereo unspecified) | -7% | 12% | -1 | -1 | 8 | 0.0% | -4% | -6 | -3% | 2 | 0%
COc1ccc(-c2cc(=O)oc3cc(OCC(=O)N(C)C4CCS(=O)(=O)C4)ccc23)cc1 (stereo unspecified) | 0% | 0% | 7 | 0 | 9 | 0.5% | 3% | 7 | -22% | 48[activator] | .
O=C(CNCc1ccccc1Cl)Nc1ccccc1N1CCCCC1 | 1% | -2% | -1 | ? | -4 | -1.1% | 5% | -9 | ? | ? | -14%
COc1ccccc1C(=O)C1CCCN(C(=O)CCc2ccccn2)C1 (stereo unspecified) | 8% | -1% | -3 | 11 | . | 0.4% | 2% | 0 | -12% | 14 | -1%
COc1ccc(N(Cc2ccccc2)S(=O)(=O)c2cccc(C(=O)NC3=NCCS3)c2)cc1 | 46%[activator] | -3% | 10 | 11 | -18 | -0.8% | -2% | 0 | 14% | -5 | 0%
O=C(Nc1cccc(Cl)c1)NC1CC2CCC(C1)N2Cc1ccco1 (stereo unspecified) | 12% | 9% | 0 | -6 | -12 | 0.0% | 0% | 62 | -2% | 2 | .
CC(C)CN(C(=O)C1CCCO1)c1c(N)n(CC(C)C)c(=O)[nH]c1=O (stereo unspecified) | . | . | . | -13 | -9 | -0.4% | 1% | -1 | . | 1 | .
N#Cc1ccccc1CSc1nnc(-c2ccncc2)o1 | 0% | 0% | 3 | 8 | 3 | -0.8% | -2% | -3 | 7% | -12 | .
Cc1cc(Cl)ccc1NC(=O)COC(=O)CCNS(=O)(=O)c1ccccc1 | . | . | . | 0 | -10 | -0.3% | -2% | -8 | . | -19 | .
CCN(CC)S(=O)(=O)c1cccc(NC(=O)c2ccccc2Br)c1 | 10% | 3% | -3 | 1 | -14 | 0.2% | 0% | 4 | 19% | 11 | 3%
COc1ccc(-c2csc(NC(=O)CSCc3c(C)noc3C)n2)c(OC)c1 | . | . | . | 7 | -2 | 0.5% | -6% | -12 | . | 17 | .
Cc1cccc(C)c1NC(=O)CN(C)c1ccc(C(F)(F)F)cn1 | 1% | 2% | -1 | 8 | -20 | -0.1% | -1% | . | -8% | 1 | -16%
C/C(=N\NC(=O)c1ccc([N+](=O)[O-])cc1)c1cccc([N+](=O)[O-])c1 | -6% | 1% | 3 | -1 | 14 | 0.1% | 3% | 11 | -3% | -20 | -24%
O=C(NN1C(=O)/C(=C/c2cccs2)SC1=S)c1cccnc1 | 16% | -3% | 13 | 0 | 8 | 1.1% | -1% | -4 | . | -14 | 4%
COc1cccc(-c2nc(-c3ccc(NC(=O)Cc4ccccc4OC)cc3)no2)c1 | 14% | -2% | -8 | 5 | . | 0.2% | 2% | 3 | ? | 6 | -2%
CCCc1nn2c(=O)cc(COc3ccc(NC(=O)c4ccco4)cc3)nc2s1 | 18% | -4% | . | 2 | -2 | -0.4% | 1% | 3 | . | 7 | .
Cn1c(=O)c2c(nc(CN3CCN(C(=O)c4ccco4)CC3)n2Cc2ccc(F)cc2)n(C)c1=O | 1% | 2% | 3 | -1 | -4 | . | . | 23 | -2% | -8 | -3%
O=S(=O)(NCCc1ccc(F)cc1)c1ccc(F)cc1Br | . | . | . | . | 11 | -0.1% | 1% | -15 | . | -18 | .
CC1=CN2C(=N)/C(=C/c3ccc(Sc4ccc(C)cc4)o3)C(=O)N=C2S1 | -4% | 3% | 0 | 17 | 3 | -1.1% | -8% | 13 | ? | -4 | -10%
O=C(CCN=C1NS(=O)(=O)c2ccccc21)OCc1cccc(Cl)c1 | . | . | . | 20 | 3 | 0.3% | 1% | 2 | . | -1 | .
CCN1CCc2c(sc(NC(=O)c3ccc(S(=O)(=O)N4CCOCC4)cc3)c2C(=O)OC)C1 | ? | 1% | 6 | 2 | 8 | -0.1% | -1% | -1 | 2% | 1 | 3%
C=CCC(O)(CC=C)CNC(=O)c1ccc(OC)c(OC2CCN(C(C)=O)CC2)c1 | 5% | 0% | 0 | -2 | 2 | -0.8% | 2% | -5 | ? | 12 | -5%
Nc1nc(N)c(N=Nc2ccc(C(=O)O)cc2)c(N)n1 | 10% | 5% | -1 | -6 | 6 | -0.7% | -1% | 1 | -1% | -3 | -8%
CCCC(=O)O/N=C(\c1ccccc1)c1ccncc1 | 4% | 10% | 3 | -1 | -1 | 0.4% | 7% | 6 | -11% | -5 | .
CCC(=O)N1CCc2cc(S(=O)(=O)CCC(=O)N3CCc4ccccc4C3)ccc21 | 3% | 1% | 4 | 1 | -12 | -0.8% | 2% | -1 | -2% | -2 | 2%
CCOC(=O)c1ccc(NC(=O)N2CC(C)OC(C)C2)cc1 (stereo unspecified) | -2%&1% | -2%&-1% | -3&-2 | -2&9 | 7 | 0.0%&-0.4% | 2%&-2% | 4 | 1% | 7 | -5%&3%
CC(C)CCC1(C)NC(=O)N(CC(=O)Nc2ccc3c(c2)OCCO3)C1=O (stereo unspecified) | . | . | . | . | 18 | -0.4% | 2% | 0 | . | -8 | .
CCOc1cccc(/C=C/c2ccc3ccccc3n2)c1OC(C)=O | -19% | 0% | -17 | -5 | 5 | -0.1% | -6% | 6 | 41%[activator] | -6 | -17%
CCc1c(O)nc(SCC(=O)Nc2ccccc2OC)[nH]c1=O | 3% | -4% | 3 | -2 | -10 | -0.2% | ? | -2 | -3% | 1 | 9%
Cc1ccccc1OCc1nc2ccccc2c(=O)n1/N=C/c1c[nH]c2ccccc12 | 1% | 0% | -5 | 0 | 0 | 0.7% | 0% | -4 | ? | 10 | -2%
COc1ccc(S(=O)(=O)NC(CC(=O)NCc2ccc3c(c2)OCO3)c2ccco2)cc1 (stereo unspecified) | -2% | 3% | 2 | 2 | -7 | 0.2% | 4% | 0 | 3% | 3 | 0%
COc1cccc(NC(=O)COc2ccc(C(=S)N3CCN(C)CC3)cc2OC)c1 | 10% | -11% | 0 | -3 | -4 | -0.7% | 0% | 7 | ? | -4 | -1%
COC(=O)Cc1ccc(NC(=O)c2ccc3c(c2)C(=O)N(Cc2cccnc2)C3=O)cc1 | 1% | 1% | . | 7 | 6 | -0.7% | -1% | -11 | . | 0 | 2%

Screening results deposited in PubChem BioAssay by National Center for Advancing Translational Sciences (NCATS).
